EPAC1 antagonist: EPAC1 (human) antagonism; O95398; EPAC1 GEF assay, Rap1b-BODIPY-GDP exchange fluorescence; Potency, µM (doses to about 115 µM), for the others: at the top dose activity change, negative = inhibition, hits mostly inhibitors; hit rate 0.14% among 360,000;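 also: potency is read from the fitted curve at half-maximal effect; plate controls were vehicle for no effect and positive control for full effect; nearly all actives have a fitted effect of over 50% in size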
PTHR1 agonist: agonists of human PTHR1 parathyroid hormone receptor; Q03431; HEK293 GP2 PTHR1 cells, GloSensor cAMP luminescence, 1 h; Potency, µM (series often up to 115 µM), for inactives: at the highest dose activation, hits mostly activators; hit rate 0.075% among 410,000; also: potency is read from the fitted curve at half-maximal effect; nearly all actives have a fitted effect of over 55% in size; some results filed as inactive show a strong effect at the top dose; inactives centre near -15; many of its hits are not listed in these tables
Target sequence (Q03431 whole entry, looked up): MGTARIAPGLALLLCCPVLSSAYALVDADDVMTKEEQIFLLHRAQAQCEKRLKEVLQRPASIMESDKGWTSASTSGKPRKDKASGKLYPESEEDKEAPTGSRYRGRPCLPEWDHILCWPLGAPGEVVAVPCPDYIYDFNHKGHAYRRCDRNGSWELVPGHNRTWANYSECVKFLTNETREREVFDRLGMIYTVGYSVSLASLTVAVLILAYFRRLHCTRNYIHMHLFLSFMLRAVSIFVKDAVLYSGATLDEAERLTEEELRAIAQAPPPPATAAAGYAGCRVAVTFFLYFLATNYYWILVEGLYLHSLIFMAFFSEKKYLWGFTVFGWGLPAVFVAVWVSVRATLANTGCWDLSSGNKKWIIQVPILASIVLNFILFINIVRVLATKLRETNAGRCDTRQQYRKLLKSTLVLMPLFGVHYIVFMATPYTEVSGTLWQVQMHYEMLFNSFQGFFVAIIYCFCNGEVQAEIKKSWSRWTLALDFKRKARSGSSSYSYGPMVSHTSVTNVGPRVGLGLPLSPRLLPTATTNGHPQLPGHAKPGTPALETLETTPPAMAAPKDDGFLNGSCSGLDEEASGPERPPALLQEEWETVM
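HEK-293-derived GP2 cells expressing PTHR1 and a GloSensor cAMP reporter, 3,000/well, plated overnight, given luciferin plus IBMX (each 0.5 mM as added) for 1 h at 37 °C, then compound for 1 h at 37 °C. Luminescence was read after 15 min at room temperature.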
PLK1 PBD inh: PLK1 (human) polo-box domain binding inhibition. AID 720504. hit rate 2.8% among 360,000. P53350. Plk1 PBD binding of FITC phosphopeptide, fluorescence polarization. Potency, µM, without a hit: max response, negative = inhibition, hits mostly inhibitors; also: potency is read from the fitted curve at half-maximal effect; series mostly up to about 57 µM; % is scaled to controls: 0 for no effect and ±100 for the full control effect; nearly all actives have a fitted effect of over 65% in size
HEK293 tox: cytotoxic in the GLP-1 receptor inverse agonist counter-screen | HEK293 cAMP-luciferase reporter cells, luminescence, 24 h | Potency, µM (series often up to 38.3 µM), without a hit: top-dose activity change, negative = inhibition, most hits filed as inhibitors | hit rate 0.13% among 410,000 | AID 624418;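 also: loss of luciferase light is scored as toxicity; potency is read from the fitted curve at half-maximal effect; % is scaled to controls: 0 for no effect and ±100 for the full control effect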
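To flag toxic compounds, the library was rerun on cells for 24 hr at 37 deg C and 5% CO2. Viability-linked luminescence was captured 12 min after adding luciferase detection reagent.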
IL-2 act: activators of IL-2; activation, % (series mostly up to about 46 µM); hit rate 0.065% among 360,000; IL-2 activation reporter assay, cell-based qHTS; stimulated with anti-CD3/CD4/CD28 beads; in transgenic mouse T cells; in the data active = activation above about 50%; inconclusive = mostly about 30% to 49%; also: 0% is about no effect
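Screening format: compound pinned onto unstimulated transgenic mouse T cells, 60 min incubation, then anti-CD3/anti-CD4/anti-CD28 bead stimulation for 18 hours at 37 degrees C, followed by EGFP and DsRed detection.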
GLP-1R inv ag: acts as inverse agonist at human GLP-1 receptor; P43220; HEK293 GLP-1R CRE-luciferase, luminescence, 24 h; GLP-1R form is constitutively active; Potency, µM (highest dose often 38.3 µM), without a hit: top-dose activity change, negative = inhibition, most hits filed as inhibitors; hit rate 1.6% among 410,000; also: potency is read from the fitted curve at half-maximal effect; % is scaled to controls: 0 for no effect and ±100 for the full control effect; nearly all actives have a fitted effect of over 55% in size
Target sequence (P43220 whole entry, looked up): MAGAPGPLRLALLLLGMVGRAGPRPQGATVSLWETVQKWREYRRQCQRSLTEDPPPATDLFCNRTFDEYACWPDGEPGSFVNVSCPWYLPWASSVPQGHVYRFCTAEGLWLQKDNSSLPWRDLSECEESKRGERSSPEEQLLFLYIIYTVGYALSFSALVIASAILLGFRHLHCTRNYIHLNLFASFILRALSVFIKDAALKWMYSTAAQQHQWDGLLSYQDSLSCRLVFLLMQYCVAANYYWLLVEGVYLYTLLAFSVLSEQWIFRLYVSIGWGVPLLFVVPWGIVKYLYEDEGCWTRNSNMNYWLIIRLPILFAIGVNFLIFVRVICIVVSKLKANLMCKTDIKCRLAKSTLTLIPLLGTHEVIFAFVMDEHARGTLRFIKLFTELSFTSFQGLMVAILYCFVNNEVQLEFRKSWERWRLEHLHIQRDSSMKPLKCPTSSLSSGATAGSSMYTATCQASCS
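Luminescence readout: a drop in cAMP-driven luciferase signal flags inverse agonism at a constitutively active GLP-1R stably expressed in HEK293. Compound exposure lasted 24 hr at 37 deg C, 5% CO2.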
PI5P4Ka inh: PI5P4K alpha (human) kinase inhibition; PI5P4Kalpha enzyme, ADP-Glo luminescence, 60 min; hits give low values; max response, %; P48426; hit rate 1.2% among 330,000; AID 652105; active = max response of -50% or lower; inconclusive = between -30% and -50%; inactive = -30% or higher; also: value at the top dose of about 77 µM; % is scaled to controls: 0 for no effect and ±100 for the full control effect
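qHTS, 1536-well: enzyme/substrate mix, compound by pin tool, 5 microM ATP final; RT 60 min; ADP-Glo reagents 1 (45 min) then 2 (30 min); luminescence.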
EPAC1 agonist: agonists of human EPAC1. O95398. EPAC1 agonist qHTS, biochemical assay; response scale: 100% = response to 6.5 mM cAMP. Potency, µM (highest dose often 154 µM), without a hit: top-dose activation, most hits filed as activators. hit rate 0.073% among 360,000. AID 720707; also: potency is read from the fitted curve at half-maximal effect; nearly all actives have a fitted effect of over 60% in size
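Read-out is the fluorescence drop as BODIPY-GDP leaves Rap1B (480 nm excitation, 540 nm emission), recorded every 5 minutes over 30 minutes. Reactions held 100 nM EPAC1, 250 nM Rap1B–BODIPY-GDP and 50 uM GDP, with 6.5 mM cAMP setting full activation.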
GLP1R ag: activates the human GLP-1 receptor; HEK293 GLP-1R CRE-luciferase, luminescence, 4-6 h; cells express a hypersensitive GLP-1R form; Potency, µM (series often up to 45.6 µM), for inactives: at the top dose activation, most hits filed as activators; hit rate 0.007% among 380,000; P43220; also: potency is read from the fitted curve at half-maximal effect; % of control where 0% means no effect
Starred values were filed as active, the others as inactive; i = inactive; ? = inconclusive; . = no result given; & = joins results of further samples; [ ] = another dose, or the depositor's remark. Unless noted, calls follow the shape of the dose curve; as a rule, active = well fitted curve in the direction sought with a large enough effect; inconclusive = small, poorly fitted or top-dose-only effect, or another doubt; inactive = no such curve, though single readings can be large; an effect the other way counts as inactive or inconclusive.

#1 CNS(=O)(=O)c1cccc(C(=O)OCC(=O)c2ccc[nH]2)c1
#2 O=C(Nc1cc([N+](=O)[O-])ccc1Cl)C(Sc1ccccc1)c1ccccc1 (configuration not stated)
#3 COc1cccc(-c2nc3nc(C)cc(C)n3c2NC2CCCCC2)c1
#4 COc1cc2c(cc1NC(=S)Nc1ccccc1C)oc1ccccc12
#5 O=C(CCS(=O)(=O)c1ccc(F)cc1)Nc1nc(-c2ccccn2)cs1
#6 CN1CCN(c2nc(-c3ccccn3)nc3ccccc23)CC1

compound no.	1	2	3	4	5	6
EPAC1 antagonist	-3%	-5%	-3%	-8%	-5%	1%
PTHR1 agonist	-5%	-29%	-1%	i	i	-10%[57.5 µM]
PLK1 PBD inh	-7%	-11%	-13%	2%	-8%	3%
HEK293 tox	1%	22%	-1%	?	?	?
IL-2 act	1.4	-0.8	-0.8	0.6	2.2	-2.3
GLP-1R inv ag	18%	?	-11%	?	?	-3%
PI5P4Ka inh	-62*	9	-7	0	2	.
EPAC1 agonist	7%	15%	3%	5%	4%	6%
GLP1R ag	-3%	0%	10%	3%	0%	-11%

#7 CC(C)CN1CCC(=O)NC1=S
#8 CCOc1ccc(Br)cc1S(=O)(=O)Nc1nc(CN2CCOCC2)nc2sc(C)c(C)c12
#9 COc1ccccc1Cc1nnnn1CC(=O)O
#10 Cc1cc(C)nc(OC(C(=O)O)C(OCC(C)C)(c2ccccc2)c2ccccc2)n1 (configuration not stated)
#11 COc1ccccc1OC(C)C(=O)Nc1ccccc1C(=O)NCC1CCCO1 (configuration not stated)
#12 CC1=C(C(=O)N(C(C)C)C(C)C)CC(CC(=O)NCCN2CCOCC2)C(=O)N1Cc1ccc(F)cc1 (configuration not stated)

compound no.	7	8	9	10	11	12
EPAC1 antagonist	-21%	-4%	-3%	-27%	-7%	-12%
PTHR1 agonist	i	i	-1%	-21%	i	-9%
PLK1 PBD inh	5%	6%	-9%	-7%	0%	4%
HEK293 tox	-7%	15%	15%	-7%	22%	3%
IL-2 act	0.8	0.4	-2.5	-1.1	1.7	-0.5
GLP-1R inv ag	0%	1%	0%	?	-8%	22%
PI5P4Ka inh	-3	-4	.	0	5	0
EPAC1 agonist	-6%	0%	5%	8%	-7%	-1%
GLP1R ag	4%	4%	-10%	-4%	4%	3%

#13 Cc1sc(NC(=O)c2ccc(F)cc2)c(CN2CCCCCC2)c1C
#14 Cc1ccc(Cn2c(SCC(N)=O)nc3c2c(=O)n(C)c(=O)n3C)cc1
#15 CSc1cccc(NC(=S)N(CCCN2CCC(C)CC2)Cc2cccs2)c1
#16 CCOc1ccc(CNC(=O)C2CCN(c3nn4c(=O)cc(C)nc4s3)CC2)cc1
#17 CC1CCCC(NC(=O)c2cc(-c3ccncc3)nc3ccccc23)C1C (configuration not stated)
#18 O=C(NCc1ccc2c(c1)OCO2)c1ccc(CN2CCOCC2)cc1

compound no.	13	14	15	16	17	18
EPAC1 antagonist	11%	2%	7%	-2%	-20%	-1%
PTHR1 agonist	i	i	i	?	-22%	-5%
PLK1 PBD inh	-10%	-3%	-14%	-10%	-13%	0%
HEK293 tox	15%	-11%	?	-12%&7%	-1%	-1%
IL-2 act	15	-0.4	-5.7	-1.8	-6.1	-1.5
GLP-1R inv ag	?	0%	?	-3%&1%	48%[activator]	6%
PI5P4Ka inh	-4	.	-4	-18	1	.
EPAC1 agonist	-2%	7%	13%	-5%	-4%	4%
GLP1R ag	5%	2%	8%	-3%	4%	2%

#19 CCOCC(=O)Nc1c(C(=O)Nc2ccc(OC)cc2OC)oc2ccccc12
#20 COc1ccc(-c2cc(-c3ccc(OC)cc3)[nH]n2)cc1
#21 O=C(O)CC1CCC(=C(Cl)Cl)C1 (configuration not stated)
#22 CCOC(=O)c1c(C)c(C(=O)NCc2cccnc2)c(C)n1CC
#23 CS(=O)(=O)N1CCN(Cc2cc(=O)n3ccsc3n2)CC1
#24 COc1cccc(C(=O)NC2CCNCC2)c1

compound no.	19	20	21	22	23	24
EPAC1 antagonist	10%	0%	1%	5%	3%	-6%
PTHR1 agonist	-13%[57.5 µM]	-3%	-12%	i	i	-87%
PLK1 PBD inh	0%	0%	-28%	-1%	-2%	-19%
HEK293 tox	-40%	-8%	12%	-8%	0%	0%
IL-2 act	-0.8	1.4	-2.0	0.9	1.6	-0.3
GLP-1R inv ag	0%	2%	16%	6%	9%	12%
PI5P4Ka inh	.	.	.	.	0	4
EPAC1 agonist	-4%	18%	8%	-7%	-11%	5%
GLP1R ag	2%	12%	-2%	23%	11%	-8%

#25 Cc1ccc(NC(=O)Nn2cnnc2)cc1Cl
#26 COc1ccc(CNC(=O)C(c2ccc(C)cc2)N(Cc2cccs2)C(=O)c2ccc3c(c2)OCCO3)cc1 (configuration not stated)
#27 Nc1nnc(SCC(=O)Nc2ccc3nc(SCC(=O)Nc4ccccc4)sc3c2)s1
#28 COc1cccc(C(NC(C)=O)c2nc(-c3ccncc3)cs2)c1 (configuration not stated)
#29 O=C(Nc1cccc(C(F)(F)F)c1)c1cc(S(=O)(=O)N2CCCCC2)ccc1N1CCOCC1
#30 CCc1ccc(CCN2C(=O)c3ccccc3C2=O)nc1

compound no.	25	26	27	28	29	30
EPAC1 antagonist	-29%	-20%	4%	3%	-5%	-4%
PTHR1 agonist	-2%	i	-31%	i	i	-7%
PLK1 PBD inh	-2%	-12%	3%	-5%	-10%	-3%
HEK293 tox	-2%	?	-21%	2%	-17%	15%
IL-2 act	-1.7	-2.8	0.7	-0.5	0.0	1.9
GLP-1R inv ag	21%	-8%	8%	16%	?	-16%
PI5P4Ka inh	1	.	-23	-7	8	-2
EPAC1 agonist	-8%	15%	-6%	-15%	-1%	8%
GLP1R ag	-3%	-11%	-1%	-2%	-31%[inhibitor]	11%

2 consecutive records already listed, for reference:
#29 O=C(Nc1cccc(C(F)(F)F)c1)c1cc(S(=O)(=O)N2CCCCC2)ccc1N1CCOCC1
#30 CCc1ccc(CCN2C(=O)c3ccccc3C2=O)nc1

compound no.	29	30
EPAC1 antagonist	-5%	-4%
PTHR1 agonist	i	-7%
PLK1 PBD inh	-10%	-3%
HEK293 tox	-17%	15%
IL-2 act	0.0	1.9
GLP-1R inv ag	?	-16%
PI5P4Ka inh	8	-2
EPAC1 agonist	-1%	8%
GLP1R ag	-31%[inhibitor]	11%

The list goes on.
#31 CCc1nccn1S(=O)(=O)c1cccc([N+](=O)[O-])c1
#32 CNC(=O)c1cc2c(n(-c3ccc(C)cc3)c1=O)CC(C)(C)CC2=O
#33 CCOC(=O)CNC(=O)CSc1nnc(Cn2c(=O)sc3ccccc32)n1-c1ccccc1C
#34 O=C1C(Cl)=C(Nc2ccccc2)C(=O)c2ccccc21
#35 CC(OC(=O)Cc1c[nH]c2ccccc12)C(=O)Nc1ccc(S(N)(=O)=O)cc1 (configuration not stated)
#36 CCC1(O)CC2CN(CCc3c([nH]c4ccccc34)C(C(=O)OC)(c3cc4c(cc3OC)N(C=O)C3C(O)(C(=O)OC)C(OC(C)=O)C5(CC)C=CCN6CCC43C65)C2)C1 (configuration not stated)

compound no.	31	32	33	34	35	36
EPAC1 antagonist	-7%	.	8%	-5%	12%	-9%
PTHR1 agonist	-4%	i	21%[57.5 µM]	-30%	i	i
PLK1 PBD inh	-7%	.	-6%	-15%	0%	5%
HEK293 tox	3%	-6%	-17%	?	-1%	-40%
IL-2 act	1.5	.	-4.1	-3.9	-2.7	-4.5
GLP-1R inv ag	0%	8%	0%	-22%	-15%	-61%
PI5P4Ka inh	7	.	.	4	-2	-1
EPAC1 agonist	0%	.	3%	6%	-2%	-7%
GLP1R ag	-15%	-7%	-11%	1%	-3%	16%

#37 CCc1ccc(/C=C2/SC(=S)N(CCC(=O)NCCCN3CCOCC3)C2=O)cc1
#38 COCc1cn(CC[C@@H]2CC[C@@H](NC(=O)Nc3ccc4c(c3)OCO4)[C@@H](CO)O2)nn1
#39 O=C(Cc1ccccn1)c1ccc(Cl)cc1
#40 CCOC(=O)C/C(=N\Nc1ncnc2ccccc12)c1ccccc1
#41 C/C(N)=C(/C#N)C(=O)CSc1n[nH]c(-c2cccs2)n1
#42 CCN(Cc1cc2cc(C)ccc2[nH]c1=O)C(=O)c1cccc(OC)c1
#43 Nc1nnc(SCC(=O)Nc2ccc(Cl)c(C(=O)O)c2)s1
#44 CCC(C)NC(=O)c1cn(CC)c2cc(N3CCN(C(=O)c4ccco4)CC3)c(F)cc2c1=O (configuration not stated)
#45 COc1ccc(CCNS(=O)(=O)c2ccc(C3CNC(=O)C3)cc2)cc1OC (configuration not stated)

compound no.	37	38	39	40	41	42	43	44	45
EPAC1 antagonist	-23%	15%	-3%	?	5%	-14%	3%	-11%	8%
PTHR1 agonist	i	-2%	-26%	i	i	i	-10%	?	-4%[57.5 µM]
PLK1 PBD inh	0%	0%	-3%	-1%	-10%	-8%	-10%	-5%	-4%
HEK293 tox	?	1%	-12%	?	5%[0.307 µM]	-5%	27%	-5%	0%
IL-2 act	-1.8	-0.7	0.7	0.1	-0.8	-0.4	-2.8	-4.7	-0.9
GLP-1R inv ag	?	0%	-4%	-24%	1%[0.307 µM]	0%	36%[activator]	?	8%
PI5P4Ka inh	-5	-6	-6	-1	2	4	-13	1	.
EPAC1 agonist	-3%	-6%	-2%	7%	-8%	12%	15%	-7%	-1%
GLP1R ag	-4%	.	9%	23%	8%	3%	5%	-4%	2%

Single entries from the results shown.
EPAC1 agonist result of CCN(Cc1cc2cc(C)ccc2[nH]c1=O)C(=O)c1cccc(OC)c1 = 12%
IL-2 act result of CCc1ccc(/C=C2/SC(=S)N(CCC(=O)NCCCN3CCOCC3)C2=O)cc1 = -1.8
GLP1R ag result of CCC(C)NC(=O)c1cn(CC)c2cc(N3CCN(C(=O)c4ccco4)CC3)c(F)cc2c1=O (configuration not stated) = -4%

Screens: PubChem BioAssay, National Center for Advancing Translational Sciences (NCATS)

The list is partial; rates above refer to the full screens.
